Bioassay records: PubChem, several laboratories
proCasp7 act: counter-screen for procaspase-3 activators: activators of human procaspase-7 | P55210 | recombinant procaspase-7, Ac-DEVD-pNA absorbance 405 nm; D23A/D198A/D206A triple mutant, cannot self-cleave; scale: DMSO 0, 5 µM enzyme 100 | activation, % at 8.5 µM | 330,000 tested, 0.093% active | AID 463210;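 active = percent activation above the screen-wide mean plus 3 SD, cut at about 25% in these data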
Target sequence (P55210 whole entry D23A/D198A/D206A): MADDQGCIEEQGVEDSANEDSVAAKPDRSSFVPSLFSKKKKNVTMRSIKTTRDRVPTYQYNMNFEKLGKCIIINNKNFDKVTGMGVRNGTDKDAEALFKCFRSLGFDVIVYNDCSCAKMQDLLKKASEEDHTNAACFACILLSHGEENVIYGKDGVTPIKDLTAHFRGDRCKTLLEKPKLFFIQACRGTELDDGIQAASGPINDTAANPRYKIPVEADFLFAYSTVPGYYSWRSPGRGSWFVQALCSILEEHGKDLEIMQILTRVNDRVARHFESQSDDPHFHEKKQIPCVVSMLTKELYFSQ
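signal = Epi-absorbance of released pNA at 405 nm, two timepoints | assay system = Uncleavable procaspase-7 mutant enzyme | reagent = Ac-DEVD-pNA substrate, 400 µM as added | times = 1 h enzyme–compound preincubation and 2 h substrate reaction, both 25 °C | benchmarks = low DMSO alone, high DMSO plus 5 µM PC-7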
AHR act: human AHR activation | AHR-responsive luciferase reporter cells, luminescence | 320,000 tested, 2.5% active | activation, % at 5 µM; in the data active = activation above about 47%;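 also: 0% = vehicle wells and 100% = reference agonist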
LAP4-GFP MLPCN: modulators of TOR pathway LAP4-GFP in S. cerevisiae. S. cerevisiae LAP4-GFP multiplex, flow cytometry GFP, 3 h; median GFP as percent of DMSO wells. GFP response vs DMSO, % at 10 µM. 320,000 tested, 0.34% active;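 active = GFP response vs DMSO above a set limit, about the screen mean plus 3 SD, cut at about 150% in these data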
JMJD2C inh: inhibitors of human GASC-1 (JMJD2C) demethylase; Q9H3R0; GST-JMJD2C(1-420) H3K9me3 demethylation, DELFIA europium; inhibition, % at 2.35 µM; 330,000 tested, 0.069% active; AID 2099;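 active = more than half of a compound's replicate wells show inhibition beyond 50%, single wells judged on their own value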;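 also: signal counts dimethyl H3K9 product captured on neutravidin plate; 0% = median of DMSO wells and 100% = 0.3 times that DMSO median; strong numbers were not always called active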
CR mimetic SO: caloric restriction mimetics inhibiting age-related superoxide in yeast; S. cerevisiae aged cells, superoxide DHE fluorescence; active compounds read low; superoxide response (% of plate mean), % at 10 µM; 330,000 tested, 0.18% active; AID 2690;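 active = superoxide response under a set limit, about three screen SD below normal, cut at about 65% in these data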;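 also: yeast aged for seven days with compound at 30 °C before DHE staining; 100% = average MFI of all compound-treated wells on the plate with controls excluded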
RPL19A TOR yeast: alters RPL19A-GFP fluorescence in TOR pathway yeast screen; S. cerevisiae RPL19A-GFP strain, flow cytometry, 3 h; active compounds read low; percent response vs DMSO, % at 10 µM; 330,000 tested, 0.3% active;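 active = percent response vs DMSO below 50%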;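 also: median channel GFP fluorescence of the barcoded RPL19A-GFP strain; ratio of sample median GFP to plate DMSO average so 100% = DMSO; lower means less RPL19A-GFP as with rapamycin TOR inhibition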
procasp3 activ: activators of human procaspase-3. activation, % at 8.5 µM. 330,000 tested, 0.11% active. recombinant procaspase-3 D3A, Ac-DEVD-pNA absorbance 405 nm. P42574;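 active = activation above the mean of all tested compounds plus 3 SD, cut at about 21% in these data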;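 also: 0% = DMSO alone and 100% = DMSO wells spiked with extra 5 µM PC-3 D3A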
Target sequence (P42574 whole entry D9A/D28A/D175A): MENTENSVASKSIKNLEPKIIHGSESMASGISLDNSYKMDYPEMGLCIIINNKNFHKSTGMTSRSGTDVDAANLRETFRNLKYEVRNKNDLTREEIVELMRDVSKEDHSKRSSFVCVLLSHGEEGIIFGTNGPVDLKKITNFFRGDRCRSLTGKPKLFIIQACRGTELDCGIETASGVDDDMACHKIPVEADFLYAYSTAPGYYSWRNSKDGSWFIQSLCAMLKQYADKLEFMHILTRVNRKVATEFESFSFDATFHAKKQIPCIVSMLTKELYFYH
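assay system = Procaspase-3 D3A mutant | signal = absorbance at 405 nm, 0 and 120 min | times = 1 h preincubation plus 2 h reaction at 25 °C | repeats = single replicate | read-out = % activation between DMSO and enzyme-spiked controls | medium = Zinc-free HEPES saline buffer with Triton X-100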
MEP2 TOR yeast: modulators of TOR pathway MEP2-GFP in S. cerevisiae | S. cerevisiae MEP2-GFP strain, flow cytometry GFP, 3 h; 100% = DMSO control level | GFP response vs DMSO, % at 10 µM | 330,000 tested, 0.51% active;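 active = GFP response versus DMSO above a set limit, roughly screen mean plus 3 SD, cut at about 180% in these data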;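 also: median GFP fluorescence of the barcode-gated MEP2-GFP cells per well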
An asterisk follows results filed as active; nt = not tested or not shown.

1) O=C(c1ccc2c(c1)OCO2)C1CCCN(Cc2c(F)ccc(F)c2F)C1 (stereo not drawn)
2) Cc1ccc(CSCCNC(=O)CSc2ccccc2)cc1
3) CCOc1ccc(NS(=O)(=O)c2cc(C)c(C)cc2C)cc1
4) CCOC(=O)CN/C=C(\C#N)c1ccc(F)cc1
5) COc1ccc2cc(C(=O)c3ccccc3)c(=O)oc2c1
6) Cc1ccc(C)c(-n2c(-c3ccc(Br)cc3)csc2=NC(=O)c2ccccc2F)c1
screen / no.	1	2	3	4	5	6
proCasp7 act	3.0	14.0	1.9	14.1	12.1	-0.7
AHR act	7.9	0.6	0.7	0.6	6.6	6.6
LAP4-GFP MLPCN	93.2	89.2	124.8	102.6	114.5	94.3
JMJD2C inh	-1.1	3.1	1.4	4.2	9.4	-8.5
CR mimetic SO	84.9	102.3	90.3	103.2	96.6	52.9*
RPL19A TOR yeast	99.2	99.2	94.6	97.2	98.3	99.9
procasp3 activ	3.9	19.4	1.9	-4.6	-3.6	-1.9
MEP2 TOR yeast	103.5	97.1	108.6	89.2	100.5	107.3

7) CC(=O)Nc1ccc(NC(=O)C(C)OC(=O)/C=C/c2cn(-c3ccccc3)nc2-c2cccnc2)cc1 (stereo not drawn)
8) COCCOC(=O)C1=C(C)NC(=O)NC1c1ccco1 (stereo not drawn)
9) COc1cc2c(cc1OC)C(c1cc([N+](=O)[O-])ccc1O)NCC2 (stereo not drawn)
10) O=C1NN(c2ccccc2)C(=O)/C1=C/c1ccc(-c2cccc(C(=O)O)c2)o1
11) O=C(Nc1ncc2c(n1)-c1ccccc1OC2)c1cccc([N+](=O)[O-])c1
12) CCOc1ccc(NC(C)=O)cc1[N+](=O)[O-]
screen / no.	7	8	9	10	11	12
proCasp7 act	12.6	3.6	-4.2	-29.5	6.5	-6.8
AHR act	5.3	-3.2	-0.8	0.8	20.4	3.5
LAP4-GFP MLPCN	nt	99.8	101.7	102.7	96.7	88.2
JMJD2C inh	0.0	-30.9	-3.4	3.0	2.6	9.6
CR mimetic SO	104.6	111.5	94.3	100.5	105.0	115.4
RPL19A TOR yeast	nt	95.4	98.3	110.7	104.6	99.4
procasp3 activ	7.4	10.4	-0.1	-7.1	0.8	-6.2
MEP2 TOR yeast	nt	92.5	98.0	102.4	103.3	101.8

Some of the entries so far, bar-delimited.
item | Structure | proCasp7 act | AHR act | LAP4-GFP MLPCN | JMJD2C inh | CR mimetic SO | RPL19A TOR yeast | procasp3 activ | MEP2 TOR yeast
10 | O=C1NN(c2ccccc2)C(=O)/C1=C/c1ccc(-c2cccc(C(=O)O)c2)o1 | -29.5 | 0.8 | 102.7 | 3.0 | 100.5 | 110.7 | -7.1 | 102.4
11 | O=C(Nc1ncc2c(n1)-c1ccccc1OC2)c1cccc([N+](=O)[O-])c1 | 6.5 | 20.4 | 96.7 | 2.6 | 105.0 | 104.6 | 0.8 | 103.3

Molecules listed so far with four or more nitrogen atoms (2):
7) CC(=O)Nc1ccc(NC(=O)C(C)OC(=O)/C=C/c2cn(-c3ccccc3)nc2-c2cccnc2)cc1 (stereo not drawn)
11) O=C(Nc1ncc2c(n1)-c1ccccc1OC2)c1cccc([N+](=O)[O-])c1
screen / no.	7	11
proCasp7 act	12.6	6.5
AHR act	5.3	20.4
LAP4-GFP MLPCN	nt	96.7
JMJD2C inh	0.0	2.6
CR mimetic SO	104.6	105.0
RPL19A TOR yeast	nt	104.6
procasp3 activ	7.4	0.8
MEP2 TOR yeast	nt	103.3

Carrying on.
13) CC1CCN(S(=O)(=O)c2cc(C(=O)NC3(C)CCS(=O)(=O)C3)ccc2Br)CC1 (stereo not drawn)
14) O=C(CNC(=O)c1ccccc1)NCC1COc2ccccc2O1 (stereo not drawn)
15) Nc1nnc(CC(=O)N/N=C/c2ccc([N+](=O)[O-])cc2)s1
16) Cc1c(C(=O)Nc2nccs2)oc2ccc(Br)cc12
17) COc1ccc(CNC(=O)c2ccc(N3CCOCC3)c([N+](=O)[O-])c2)cc1
18) CC1(C)OC(=O)N(CC(=O)Nc2cccc(C(F)(F)F)c2)C1(C)O (stereo not drawn)
screen / no.	13	14	15	16	17	18
proCasp7 act	1.1	-5.0	17.1	2.8	18.0	4.1
AHR act	1.5	14.4	4.6	86.5*	1.4	6.3
LAP4-GFP MLPCN	100.9	94.0	109.8	94.3	84.6	107.5
JMJD2C inh	2.4	11.9	-3.6	1.7	3.8	-1.2
CR mimetic SO	107.3	109.2	108.9	129.1	98.6	99.3
RPL19A TOR yeast	97.9	97.7	97.8	102.6	97.7	105.4
procasp3 activ	-1.8	5.8	1.0	9.6	8.1	5.6
MEP2 TOR yeast	99.6	95.6	94.1	102.4	97.4	114.5

19) Cc1ccccc1CSc1nnc(-c2ccncc2)o1
20) O=C1CCCN1c1ccc(Br)cc1
21) CCOc1ccc(C(=O)N(CN2CCCC2=O)c2ccccc2)cc1
22) O=C(CC(NC(=O)c1ccccc1Cl)c1ccccc1)Nc1ccc2c(c1)OCO2 (stereo not drawn)
23) O=C(NCC1(c2ccccc2)CCCC1)C1(c2ccccc2)CCCC1
24) CSC1=NC(NCCCO)c2c(sc3c2CC(C)(C)OC3)N1 (stereo not drawn)
25) Cc1cc(-c2nnc3n2N=C(c2ccc(-c4ccccc4)cc2)CS3)n[nH]1
26) Cc1ccc(C(=O)N/C(=C/c2ccc(-c3cccc([N+](=O)[O-])c3)o2)C(=O)NC(C)C)cc1
27) COc1ccc(/C=C/C(=O)OCC(=O)NCc2ccccc2Cl)cc1OC
screen / no.	19	20	21	22	23	24	25	26	27
proCasp7 act	5.1	8.2	14.9	1.0	11.4	-0.5	-5.4	8.2	3.7
AHR act	6.0	0.0	1.1	59.7*	-2.3	-1.2	23.5	9.5	2.1
LAP4-GFP MLPCN	89.3	91.4	77.9	91.4	92.7	101.9	103.7	110.5	98.3
JMJD2C inh	22.4	-2.0	2.0	0.4	-26.5	10.7	nt	7.2	7.2
CR mimetic SO	111.1	84.5	94.7	101.6	100.0	102.3	106.7	95.4	105.1
RPL19A TOR yeast	97.6	86.3	102.3	97.8	96.4	103.0	94.9	102.1	103.6
procasp3 activ	12.0	-8.0	15.2	3.2	-1.5	-14.1	2.8	-0.4	3.3
MEP2 TOR yeast	87.6	92.4	101.2	100.7	96.5	102.0	99.8	122.3	101.7

Whole records as entered above.
Profile of `O=C(NCC1(c2ccccc2)CCCC1)C1(c2ccccc2)CCCC1` = proCasp7 act: 11.4; AHR act: -2.3; LAP4-GFP MLPCN: 92.7; JMJD2C inh: -26.5; CR mimetic SO: 100.0; RPL19A TOR yeast: 96.4; procasp3 activ: -1.5; MEP2 TOR yeast: 96.5
Profile of `Cc1ccccc1CSc1nnc(-c2ccncc2)o1` = proCasp7 act: 5.1; AHR act: 6.0; LAP4-GFP MLPCN: 89.3; JMJD2C inh: 22.4; CR mimetic SO: 111.1; RPL19A TOR yeast: 97.6; procasp3 activ: 12.0; MEP2 TOR yeast: 87.6
